HDAC3 inh: HDAC3 deacetylase inhibitors, primary screen, biochemical, fluorescence, cell-free homogeneous; Histone deacetylase 3 (Homo sapiens), O15379; recombinant HDAC3, fluorogenic peptide/trypsin coupled; inhibition, % at 8.3 µM; actives 0.15% (n = 320,000); AID 2718, 2010; in the data active means inhibition above about 26%, passing the limit was not always enough; inconclusive means no clear call, values can overlap the other calls
GSK3B inh: human GSK3beta kinase inhibitors, primary screen, biochemical, cell-free homogeneous, HTS; AID 2097, 2009; GST-GSK3beta kinase, ADP-Glo luminescence, 60 min; hits give low values; Glycogen synthase kinase-3 beta (Homo sapiens), P49841; actives 0.038% (n = 300,000); activity score (negative = inhibition), % at 10 µM;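 active means more than half of replicate wells score below -50%, meaning over 50% inhibition versus plate controls; inconclusive means some replicates but at most half score below -50%; inactive means no replicate scores below -50%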;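 further: 0% = median DMSO wells and -100% = median GW8510 positive control wells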
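Assay system: GST-tagged human GSK3beta kinase, cell-free; Input: 1.6 ng GSK3beta; Medium: Tris/MgCl2 kinase buffer; Timing: 60 min enzyme reaction, room temperature; Signal: ADP-Glo luminescence quantifying ADP generated by kinase; Evaluation: score relative to plate controls; Benchmarks: DMSO neutral wells and GW8510 at 20 µM as positive.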
KCNK9 inh: KCNK9 potassium channel inhibitors, primary screen, HEK293 cells, thallium flux; FluxOR thallium flux fluorescence; hits give low values; B-score at 10 µM; Potassium channel subfamily K member 9 (Homo sapiens), Q9NPC2; AID 488922, 2010; actives 1.2% (n = 310,000);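 active means ratio B-score over 3 SD below the library mean, with starting fluorescence within 5 SD of its mean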;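 further: negative B-score means less thallium flux so channel inhibition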
Target sequence (Q9NPC2 whole entry, looked up): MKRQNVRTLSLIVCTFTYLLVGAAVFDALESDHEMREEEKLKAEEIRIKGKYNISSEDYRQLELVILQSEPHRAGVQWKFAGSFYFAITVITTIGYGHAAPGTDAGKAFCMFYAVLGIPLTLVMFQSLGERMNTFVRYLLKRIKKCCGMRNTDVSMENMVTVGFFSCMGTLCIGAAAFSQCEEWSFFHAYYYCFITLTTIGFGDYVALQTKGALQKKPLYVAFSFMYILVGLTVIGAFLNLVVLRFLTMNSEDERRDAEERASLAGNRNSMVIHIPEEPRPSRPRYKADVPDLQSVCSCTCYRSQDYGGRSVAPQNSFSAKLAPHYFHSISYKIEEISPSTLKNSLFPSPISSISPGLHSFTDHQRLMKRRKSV
Dyrk1A ADPGlo: rat Dyrk1A kinase inhibitors, primary screen, biochemical, single point, plate reader; Dual specificity tyrosine-phosphorylation-regulated kinase 1A (Rattus norvegicus), Q63470; ADP-Glo luminescence, NFATc1 peptide; inhibition, % at 12.5 µM; actives 0.43% (n = 310,000); AID 504441, 2011; in the data active means inhibition above about 50%;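 further: plate controls were vehicle with enzyme for no effect and no enzyme for full effect; many of its hits are not listed in these tables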
GSK3 alpha inh: blockers of GSK3A enzyme activity – biochemical, luminescence, cell-free homogeneous, HTS, primary screen. GSK-3 alpha kinase, ADP-Glo luminescence, 60 min. inhibition, % at 10 µM. actives 0.1% (n = 320,000). AID 2650, 2010;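 in the data active means inhibition above about 50%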;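 further: GST-tagged GSK-3 alpha with peptide substrate and 25 µM ATP; 0% = DMSO neutral wells and 100% = GW8510 positive control wells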
Target sequence (P49840 whole entry, looked up): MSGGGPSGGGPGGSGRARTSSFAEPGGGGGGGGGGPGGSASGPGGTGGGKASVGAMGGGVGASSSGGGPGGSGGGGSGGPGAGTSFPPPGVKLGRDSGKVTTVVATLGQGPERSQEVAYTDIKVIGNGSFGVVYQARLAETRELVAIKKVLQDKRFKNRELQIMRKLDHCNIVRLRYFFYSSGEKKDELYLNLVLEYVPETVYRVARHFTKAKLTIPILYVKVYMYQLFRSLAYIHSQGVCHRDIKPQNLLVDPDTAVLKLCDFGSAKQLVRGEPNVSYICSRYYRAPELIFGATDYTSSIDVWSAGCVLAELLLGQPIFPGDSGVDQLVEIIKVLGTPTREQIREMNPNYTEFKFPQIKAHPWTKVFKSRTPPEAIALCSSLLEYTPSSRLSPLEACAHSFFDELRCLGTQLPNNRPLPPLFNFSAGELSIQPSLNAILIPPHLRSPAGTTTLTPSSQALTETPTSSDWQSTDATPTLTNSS
RGS4 act: RGS4 potentiators or activators, primary screen, cell-based, HEK293 M3R inducible RGS4, calcium flux; actives 0.92% (n = 310,000); carbachol calcium flux Fluo4; hits give low values; B-score at 10 µM; AID 463111, 2010;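 active means B-score of the integrated calcium signal more than 4 SD below the library mean, with starting fluorescence not abnormally high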;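 further: negative B-score means reduced calcium response which marks RGS4 activation or potentiation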
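System: HEK293 FlpIn-TREx cells, stable M3R, doxycycline-inducible RGS4. Timing: overnight RGS4 induction, 30 min dye load 37 °C, 20 min compound RT. Also added: carbachol, ECmax concentration. Measured by: Fluo4 fluorescence kinetic imaging of calcium. Evaluation: integrated calcium ratio converted to B score.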
KCNQ1 block: inhibitors of human KCNQ1 channel, primary screen, cell-based, thallium flux, high-throughput; Potassium voltage-gated channel subfamily KQT member 1 (Homo sapiens), P51787; CHO-K1 KCNQ1, FluxOR thallium flux fluorescence; hits give high values; B-score at 10 µM; actives 1.3% (n = 310,000);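 active means compounds whose thallium flux B-score, printed positive for inhibition, exceeds three library SD while starting fluorescence stays within three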;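 further: channel opened by potassium depolarization with thallium stimulus after 20 min compound exposure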
hERG protect: hERG rescue from dofetilide block, primary screen, cell-based, CHO-hERG, FluxOR thallium flux, dofetilide IC70; Voltage-gated inwardly rectifying potassium channel KCNH2 (Homo sapiens), Q12809; dofetilide IC70 present; activation (rescue from dofetilide block), less the hit threshold, % at 10 µM; actives 0.51% (n = 310,000);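 active means activation above the mean of controls blocked by dofetilide plus 5 SD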;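 further: thallium influx through hERG after potassium depolarization seen as dye fluorescence rise; in these data hits start at about 4.7%; inactives centre near -7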
KCNQ1 pot: potentiators or activators of KCNQ1 channel, primary screen, cell-based, thallium flux, high-throughput; B-score at 10 µM; CHO-K1 KCNQ1, thallium flux FluxOR fluorescence; hits give high values; AID 2648, 2010; actives 0.35% (n = 310,000); Potassium voltage-gated channel subfamily KQT member 1 (Homo sapiens), P51787;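 active means fluorescence ratio B-score, a plate-corrected score, at least three library SD, with initial intensity B-score within 5 SD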
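Medium – assay buffer, equal DMSO in all wells · Material – CHO-K1 cell line with stable KCNQ1 potassium channel expression · Signal – kinetic FluxOR thallium fluorescence, 10-s 1-Hz baseline, 110-s post-stimulus read · Compound – single concentration per compound, DMSO matched to controls · Schedule – 37 °C overnight plating, 90-min dark dye load, 20-min compound pretreatment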
KCNK3 block: human KCNK3 channel inhibitors, primary screen, CHO cells, FluxOR thallium flux, B-score; Potassium channel subfamily K member 3 (Homo sapiens), O14649; actives 0.84% (n = 340,000); B-score at 10 µM; FluxOR fluorescence; hits give low values;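 active means B-score under library mean minus 4 SD, starting fluorescence ratio at most library mean plus 5 SD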;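 further: more negative B-score means stronger inhibition of thallium flux through KCNK3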
PolyA inhibitor: polyadenylation inhibitors in yeast reporter cells, primary screen, luminescence, S. cerevisiae. S. cerevisiae SKY197-pL101 polyadenylation reporter, beta-gal luminescence; efflux-impaired pdr1/pdr3 knockout yeast; score 100 = 6 SD above DMSO. actives 0.02% (n = 300,000). calls only at 12 µM. AID 1875, 2009;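 active means lowest replicate activity score at least 50, where 100 means six control SD above control mean; inconclusive means lowest score under 50 but half or more replicates reach 50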;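 further: yeast exposed to compound for 9 h at 30 °C; higher score means more reporter readthrough which indicates perturbed polyadenylation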
* hit, by the source's call; i = inactive; u = inconclusive; x = not tested or not shown. The list is partial; count on the stated rates, not on these rows.

SMILES	HDAC3 inh	GSK3B inh	KCNK9 inh	Dyrk1A ADPGlo	GSK3 alpha inh	RGS4 act	KCNQ1 block	hERG protect	KCNQ1 pot	KCNK3 block	PolyA inhibitor
O=C1C2C3C=CC(C4CC34)C2C(=O)N1/N=C/c1ccc([N+](=O)[O-])o1 (centres undefined)	1	-1	i	-3	-1	i	i	-7	i	i	i
CC(=O)N1CCN=C1SCc1ccc(C)cc1	10	0	i	2	-4	i	i	2	i	i	i
CCOC(=O)c1c(-c2ccccc2)csc1NC(=O)C(C)NCc1ccco1 (centres undefined)	0	-1	i	-5	0	i	7*	-13	i	i	i
CCOC(=O)c1ccc(N(C(=O)CNC(=O)c2ccco2)C(C(=O)NCC2CCCO2)c2ccc(OC)c(OC)c2)cc1 (centres undefined)	6	-2	i	-2	2	i	i	-7	i	i	i
CCOC(=O)C1CCN(CCC(=O)Nc2ccc(F)cc2)CC1	-7	2	i	5	-1	i	i	-7	i	i	i
O=C(COC(=O)Cc1ccc(Br)cc1)NCC1CCCCC1	-1	x	i	2	x	i	i	-7	i	i	i
COc1cccc(-c2cc(C(=O)NN3CCOCC3)c3ccccc3n2)c1	1	3	i	-3	0	i	i	-4	i	i	i
Cc1ccc2c(c1)N(C(=O)CCC(=O)N1CCOCC1)CCO2	-2	-9	i	1	-1	i	i	-4	i	i	x
C=CCn1c(OCc2ccccc2)n[nH]c1=S	5	0	i	0	2	i	i	-6	i	i	x
CC(=O)c1cc(F)c(N2CCN(C(=O)COc3ccc(F)cc3)CC2)cc1C	0	7	i	1	-2	i	i	-13	i	i	i
O=C(O)CNS(=O)(=O)c1c(Cl)cccc1Cl	-6	4	i	-2	-4	i	i	-13	i	i	i
Cc1ccc(NC(=O)CCc2nnc(SCC(=O)Nc3ccccc3C)n2C)cc1Cl	2	0	i	-4	-2	i	i	-4	i	i	i
O=C(COc1cccc2cccnc12)Nc1nccs1	-9	1	i	3	1	i	i	-16	i	i	i
COC(=O)c1ccc(S(=O)(=O)NCc2ccccc2)n1C	-6	4	i	1	-2	i	i	-7	i	i	i
Cc1cc(C)c(C(=O)c2ccc(C(=O)N(C(C)C)C(C)C)cc2)c(C)c1	8	-1	i	-1	-2	i	i	-6	i	i	i
Cc1ccc(C)n1NC(=O)c1ccccc1	-1	-4	i	1	-2	i	i	-15	i	i	i
CCC1(CC)NC(=O)N(CC(=O)OCC(=O)Nc2ncc(Cl)cc2Cl)C1=O	-6	-1	i	-8	-2	i	i	-12	i	i	i
Cn1c(=O)[nH]c(=O)c2c1nc(N1CCCCC1)n2CC(O)CN1CCCCC1 (centres undefined)	-5	2	i	-7	0	i	i	-12	i	i	i
COc1ccc2nc(C3CCCCC3)nc(C3CCCCC3)c2c1	-3	1	i	4	-1	i	i	-18	i	i	i
CCC(=O)N1CC2(C)CN(C(=O)CC)CC(C)(C1)C2	-7	3	i	2	-1	i	i	-12	i	i	i
S=C(NCCN1CCOCC1)Nc1ccc(Nc2ccccc2)cc1	0	4	i	-3	-5	i	i	-7	i	i	i
Cc1nc(SCC(N)=O)c(C#N)c(C)c1C	-4	-2	i	4	0	i	i	-4	i	i	i
CC(=O)c1cc(C#N)c(N2CC(C)OC(C)C2)nc1C (centres undefined)	2	1	i	-6	1	i	i	-5	i	i	i
Cc1ccc(NC(=O)C2CCN(C(=O)c3cccs3)CC2)cc1	1	1	i	-1	-1	i	i	-6	i	i	i
O=c1c2c(-c3ccccc3)csc2ncn1/N=C/c1c2ccccc2cc2ccccc12	1	1	i	2	1	i	i	-18	i	i	i
CC(C)CCNC(=O)CN1C(=O)NC(c2ccccc2)(c2ccccc2)C1=O	-1	0	i	-6	5	i	i	-1	i	i	i
CC(c1ccccc1)N1C(=O)/C(=C/c2ccncc2)SC1=S (centres undefined)	6	2	i	5	-5	i	i	-22	i	i	i
Cc1cccc(NC(=O)CSC(N)=O)c1C	5	3	i	7	0	i	i	-6	i	i	i
CCCc1c(O)nc(SCc2ccccc2)[nH]c1=O	-2	1	i	7	-2	i	i	-7	i	i	i
COc1ccc(CCNC(=S)NC(=O)c2cccc(Cl)c2)cc1OC	-3	1	i	x	-1	i	i	-7	i	i	i
COc1ccc(CNC(=O)CN2C(=O)C3CCCN3c3ncc(Cl)cc32)cc1 (centres undefined)	-3	-3	i	-3	-2	i	i	-12	i	i	i
Cc1ccc2nc(-c3ccc(NS(=O)(=O)c4c(C)n(C)c(=O)n(C)c4=O)cc3)sc2c1	x	1	i	-2	-1	i	i	-10	i	i	i
CC1CN(CCCOc2ccc([N+](=O)[O-])cc2)CC(C)O1 (centres undefined)	-1	0	i	-1	0	i	i	-2	i	i	i
O=C(OCCN1CCOCC1)c1ccccc1	-2	-1	i	0	-3	i	i	-7	i	i	i
COc1cc(NC(=O)CN2CCC(C)CC2)c(C)cc1[N+](=O)[O-]	3	3	i	-1	-1	i	i	-13	i	i	i
CCn1c(C)nnc1SCC(=O)Nc1ccc2c(c1)OCCO2	-10	-6	i	-4	0	i	i	-6	i	i	i
CCOc1ccc(NC(=S)NS(=O)(=O)c2cc(Br)ccc2OCC)cc1	5	1	i	x	-1	i	i	7.1*	i	i	i
C#CC[N+]1(CC#Cc2cccc3ccccc23)CCOCC1	-8	-8	i	4	0	i	i	-6	i	i	i
CC(C)c1nnc(NC(=O)CCC(=O)Nc2ccccc2)s1	1	0	i	x	-1	i	i	-5	i	i	i
Cc1cc(O)cc(C)c1NS(=O)(=O)c1ccc2ccccc2c1	10	-3	i	-8	1	i	i	-16	i	i	i
COc1ccc(Cl)cc1CN1CCN(c2nc(C)cc(C)c2C#N)CC1	6	0	i	8	3	i	i	-12	i	-9.6*	i
O=Cc1ccc(OCc2ccccn2)cc1	0	-1	i	3	-1	i	i	-6	i	i	i
CC(C)(CNC(=O)Cc1ccc(Cl)cc1Cl)N1CCCCC1	-4	-1	i	13	1	i	i	-5	i	i	i
C=CCn1c(SCC(=O)Nc2ccc(F)cc2)nc2ccccc2c1=O	3	-1	i	8	-2	i	i	-3	i	i	i
COc1ccc(Nc2nc3c([nH]2)c(=O)[nH]c(=O)n3C)cc1	5	-1	i	1	x	i	i	-6	i	i	i
COc1cc(O)ccc1/C=N/NC(=O)c1ccc([N+](=O)[O-])cc1	u	2	i	3	6	i	i	-2	i	i	i
O=C(/C=C/c1ccc(Cl)cc1Cl)N1CCc2ccccc21	-8	0	i	3	-1	i	i	-7	i	i	i
COc1ccc(C(=O)C[n+]2ccc3c(c2)nnn3-c2ccccc2)cc1	-4	-2	i	-4	0	i	i	-2	i	i	i
O=c1c2c(nc3c(-c4cccc(Br)c4)c[nH]n13)CCCC2	-3	6	i	3	3	i	i	-14	i	i	x
CCOC(=O)N1CCOCCOCCN(C(=O)OCC)CCOCC1	-3	1	i	1	-1	i	i	-6	i	i	i

At a glance, part of the list above.
SMILES	HDAC3 inh	GSK3B inh	KCNK9 inh	Dyrk1A ADPGlo	GSK3 alpha inh	RGS4 act	KCNQ1 block	hERG protect	KCNQ1 pot	KCNK3 block	PolyA inhibitor
COc1ccc(Cl)cc1CN1CCN(c2nc(C)cc(C)c2C#N)CC1	6	0	i	8	3	i	i	-12	i	-9.6*	i
O=Cc1ccc(OCc2ccccn2)cc1	0	-1	i	3	-1	i	i	-6	i	i	i

The list continues:
SMILES	HDAC3 inh	GSK3B inh	KCNK9 inh	Dyrk1A ADPGlo	GSK3 alpha inh	RGS4 act	KCNQ1 block	hERG protect	KCNQ1 pot	KCNK3 block	PolyA inhibitor
CCOc1ccc(NC(=O)CN(C)S(=O)(=O)c2cccs2)cc1	-3	0	i	3	-2	i	i	-8	i	i	i
CC(=O)NCc1nc2ccccc2n1Cc1ccccc1C	4	1	i	7	2	i	i	-3	i	i	i
CC(C)(C)CN1CCNC(=O)C1CC(=O)NCCc1ccccc1F (centres undefined)	-11	-4	i	-4	3	i	i	-4	i	i	i
CCOC(=O)c1sc(Nc2ccc(OCC)cc2)nc1C	-3	-6	i	-1	1	i	i	-20	i	i	i
COc1ccc(NC2CCCN(C(=O)COc3ccc(Cl)cc3C)C2)cc1OC (centres undefined)	-6	1	i	-3	1	i	i	-8	i	i	i
Cc1ccc(Nc2nnc(SCC(=O)NCc3ccco3)s2)cc1	x	3	i	14	x	i	i	-3	i	i	i
O=c1cc(CN2CC(O)Cc3ccc4ccccc4c32)nc2sccn12 (centres undefined)	-9	-1	i	29	1	i	i	-12	i	i	i
O=C(NCCC1=CCCCC1)c1ccc(Cl)c(S(=O)(=O)Nc2ccccc2)c1	6	3	i	-3	4	i	i	-16	i	i	i
COc1cc(/C=N/n2cnnc2-n2nc(C)cc2C)cc([N+](=O)[O-])c1O	4	-2	i	-5	0	i	i	-11	i	i	i
CC(=O)N1CCC(C(=O)OCc2ccccc2F)(c2ccccc2)CC1	-1	2	i	-7	2	i	i	-5	i	i	i
CCC(=O)c1c[nH]c(C(=O)NCc2cccc(C(F)(F)F)c2)c1	-1	-7	i	0	-1	i	i	1	i	i	i
COc1ccc(C2CC(c3cccs3)=NN2C(=O)CCl)cc1OC (centres undefined)	8	-1	i	3	0	i	i	-7	i	i	i
CCNc1nc(NCC)nc(Oc2ccc(OCC)nn2)n1	3	4	i	-3	-1	i	i	-6	i	i	i
CC(=O)Nc1ccc(NC(=O)C(C)Sc2nc3ccccc3c(=O)n2CC2CCCO2)cc1 (centres undefined)	-4	0	i	x	0	i	i	-18	i	i	i
